Screening data from PubChem.
HIF-2a block: blocks HIF-2a reporter activity; 786-0 RCC cells HIF-2a reporter, luciferase luminescence, overnight; 0.72% of 360,000 active; inhibition, % at 18.8 µM;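 active means inhibition of the luminescence signal of 40% or more relative to plate controls, in a single-dose primary screen at 18.75 µM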
NR2E3 ag-1: NR2E3 (human) agonism | AID 2300 | 0.12% of 320,000 active | inhibition of corepressor binding, % at 4.78 µM | GST-NR2E3/biotin-RetCOR TR-FRET, 1536-well | Q9Y5X4;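 active means percent inhibition above the cutoff of mean plus 3 SD of all tested compounds, set per screening campaign, cut at about 20% in these data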;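 further: 0% = DMSO wells and 100% = biotin wells as full block of FRET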
Target sequence (Q9Y5X4 whole entry, looked up): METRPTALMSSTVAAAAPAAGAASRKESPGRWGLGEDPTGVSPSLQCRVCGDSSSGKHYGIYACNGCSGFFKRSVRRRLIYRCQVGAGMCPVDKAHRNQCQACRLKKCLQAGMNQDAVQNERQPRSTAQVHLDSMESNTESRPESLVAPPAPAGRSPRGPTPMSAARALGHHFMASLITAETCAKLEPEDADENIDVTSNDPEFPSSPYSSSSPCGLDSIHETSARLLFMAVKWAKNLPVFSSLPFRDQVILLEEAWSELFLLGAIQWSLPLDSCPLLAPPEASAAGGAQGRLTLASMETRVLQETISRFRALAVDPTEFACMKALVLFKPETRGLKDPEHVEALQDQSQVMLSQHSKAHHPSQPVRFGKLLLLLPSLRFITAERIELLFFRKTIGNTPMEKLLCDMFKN
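Format: 1536-well format; test system: GST-NR2E3 and biotin-RetCOR proteins; read-out basis: percent inhibition of TR-FRET ratio; timing: 5 h incubation at 4 °C; detection: time-resolved FRET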
NR2E3 ag-2: agonists of human NR2E3 nuclear receptor | Q9Y5X4 | CHO-S Gal4-NCOR/VP16-NR2E3 two-hybrid, luciferase | inhibition of corepressor binding, % at 3.98 µM | 0.35% of 360,000 active | AID 602229;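 active means inhibition above the mean of all tested compounds plus 3 SD, cut at about 70% in these data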;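 further: 0% = DMSO with NR2E3 transfected cells and 100% = cells lacking NR2E3 construct; higher means lower luciferase signal from less NR2E3 corepressor binding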
CF NFkB inh: blocks PAF-induced NF-kB reporter in cystic fibrosis cells; 0.86% of 360,000 active; inhibition, % at 5 µM; KKLEB NF-kB-GFP reporter, GFP fluorescence overnight; AID 588850;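 active means at least 50% inhibition at 5 µM, scaled per plate between neutral and stimulator controls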;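 further: PAF is a Pseudomonas aeruginosa culture filtrate used as stimulus; plate controls were PAF-stimulated DMSO wells for no effect and unstimulated DMSO wells for full effect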
aDG glyco up: alpha-DG glycosylation activation. Pro5-aDG cells, alpha-DG glycosylation AlphaScreen (IIH6); 0% Pro5, 100% B10-LARGE cell signal. activation, % at 10 µM. 0.22% of 360,000 active. AID 624168;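 active means activation of at least 8% versus controls, or a plate z-score of at least 8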;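 further: Pro5 are CHO cells carrying HIG-tagged alpha-DG that lacks glycosylation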
KKLEB cytotox: CF airway cell cytotoxicity counter-screen; activity change (cytotoxicity), % at 5 µM; 0.36% of 360,000 active; AID 602141; KKLEB CF airway cells viability, ATPlite luminescence, overnight; stronger effect = lower value; cells stimulated with P. aeruginosa culture filtrate;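 active means corrected activity change at or below -50% at 5 µM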
TWEAK-Fn14 inh: inhibitors of TWEAK-Fn14 interaction signaling. TWEAK-stimulated Fn14 reporter cells, luciferase luminescence, 8 h. inhibition, % at 10 µM. 2% of 360,000 active. AID 1159606; in the data active means inhibition above about 50%
TRPM1 prom inh: inhibitors of MITF-driven TRPM1 promoter in melanoma cells. SK-MEL-5 TRPM1 promoter luciferase, 24 h. 0.83% of 330,000 active. inhibition, % at 12.5 µM. AID 488899;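 active means mean inhibition across replicates of 60% or more, whatever share of single replicates reaches that level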; further: values of inactives mirror those of a sister screen read the other way
Shn3 inh set2: reduces Shn3 3'UTR luciferase signal in osteoblasts; Clone20 osteoblast Shn3 3'UTR firefly luciferase, 24 h; inhibition, % at 12.5 µM; 0.52% of 360,000 active; AID 588674;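 active means mean inhibition of at least 75% with every replicate also reaching 75%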;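 further: 0% = median of neutral control wells and 100% = pilot-screen positive control compound; some compounds past the cut are filed as inactive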
iPSC survival up: increases survival of single human iPS cells; hiPSC single-cell survival, ATPlite luminescence; 100% = ROCK inhibitor wells, 0% = DMSO; survival enhancement, % at 20 µM; 0.044% of 360,000 active; AID 602274; in the data active means survival enhancement above about 18%;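 further: cells exposed to compounds for 16 hours before the ATP read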
Peg3 promoter: inhibitors of Peg3 promoter; inhibition, % at 20 µM; HeLa PEG-Prom luciferase reporter, luminescence, overnight; AID 588405; 1.7% of 360,000 active;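 active means inhibition of at least 50% at 20 µM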
* = called active by the depositor; · = no result given.

Sample of the layout (3 entries):
#	mol	HIF-2a block	NR2E3 ag-1	NR2E3 ag-2	CF NFkB inh	aDG glyco up	KKLEB cytotox	TWEAK-Fn14 inh	TRPM1 prom inh	Shn3 inh set2	iPSC survival up	Peg3 promoter
1	Cn1c(SCC(=O)Nc2cccc(F)c2)nnc1-c1cc2ccccc2o1	-50	-64	-15	39	-0.2	-24	-20	-11	-80	0.9	6
2	Cc1nc2ccccc2c(=O)n1/N=C/c1ccc(O)cc1	-10	-1	0	-14	-0.2	4	-4	-2	-24	-1.1	-44
3	O=P(Cc1ccccc1)(Cc1ccccc1)c1ccccc1	-7	·	-7	15	-0.3	-12	0	-3	-3	2.0	-9

Main list (from the top)
#	mol	HIF-2a block	NR2E3 ag-1	NR2E3 ag-2	CF NFkB inh	aDG glyco up	KKLEB cytotox	TWEAK-Fn14 inh	TRPM1 prom inh	Shn3 inh set2	iPSC survival up	Peg3 promoter
1	Cn1c(SCC(=O)Nc2cccc(F)c2)nnc1-c1cc2ccccc2o1	-50	-64	-15	39	-0.2	-24	-20	-11	-80	0.9	6
2	Cc1nc2ccccc2c(=O)n1/N=C/c1ccc(O)cc1	-10	-1	0	-14	-0.2	4	-4	-2	-24	-1.1	-44
3	O=P(Cc1ccccc1)(Cc1ccccc1)c1ccccc1	-7	·	-7	15	-0.3	-12	0	-3	-3	2.0	-9
4	COC(=O)c1c(C(=O)OC)c(-c2ccc(OC)cc2)n2c1CS(=O)C2 (centres undefined)	13	1	-14	7	-0.1	-4	-1	3	5	-0.2	-5
5	O=C(Nc1cccc(-c2cccc(F)c2)c1)C1CCN(CC2CCOC2)CC1 (centres undefined)	18	-1	11	14	0.4	-10	-8	-12	6	-0.4	13
6	O=C(O)c1ccc(-c2ccccc2)[nH]1	14	0	-17	-2	4.4	-3	8	7	1	0.9	5
7	O=C(CSc1ccc([N+](=O)[O-])cc1)NNC(=O)c1ccccc1F	5	-2	-14	0	0.0	-3	-1	-9	-4	-0.4	7
8	COC(=O)[C@]1(C)CCC[C@@]2(C)C3CC[C@]4(OC(C)=O)C[C@@]3(CCC21)CC4=NO (some centres undefined)	4	1	0	37	-0.5	-9	-6	7	6	-2.4	19
9	CCOC(=O)c1ccc2nc(C(F)(F)F)[nH]c(=O)c2c1	8	4	-12	4	-0.2	4	-6	-6	-15	6.1	13
10	CN=Cc1sc2ccccc2c1O	-18	-2	-17	2	-0.4	2	-1	9	-13	0.9	-4
11	COc1ccc(C(CC(=O)Nc2cc([N+](=O)[O-])ccc2OC)c2ccccc2)cc1 (centres undefined)	9	1	-13	7	-0.2	-10	0	8	11	0.8	28
12	CSc1snnc1-c1ccccc1	6	1	-26	-1	-0.2	-3	-3	-11	7	-0.3	8
13	CN1CC[C@@]2([C@@]34CCN(C)C3Nc3ccccc34)c3ccccc3NC12 (some centres undefined)	4	-1	3	-5	0.3	-8	-21	·	-6	0.9	-16
14	Cc1ccc(C)c(S(=O)(=O)N2CCN(c3nc(-c4cccnc4)nc4ccccc34)CC2)c1	-9	5	35	13	-0.4	2	30	7	12	-0.5	64*
15	CSc1nc(NC(C)(C)C)nc(Oc2ccc(=O)n(C)n2)n1	4	-1	12	-10	0.0	-11	2	-3	3	1.1	17
16	Cc1ccc(NC(=O)[C@@H]2CCCN2S(=O)(=O)c2ccccc2F)cc1S(=O)(=O)N1CCOCC1	31	2	-4	3	-0.1	-9	-2	-3	9	-1.5	17
17	Cc1cc(Br)ccc1SCC(=O)OCC(=O)NC(C)c1ccccc1 (centres undefined)	17	0	-10	7	-0.3	0	-12	17	-8	0.3	-5
18	CCC(=O)Nc1ccc(C(=O)NNC(=O)COc2cc(C)ccc2C)cc1	19	2	-8	3	-0.1	2	-10	6	13	-1.1	10
19	COC(=O)C(C)NC(=S)N1CCN(c2c(F)cc3c(=O)c(C(=O)O)cn(C4CC4)c3c2OC)CC1C (centres undefined)	23	5	-32	12	0.0	8	-2	10	26	0.1	12
20	CN1CCN(CC(=O)Nc2nc3c(s2)CCCC3)CC1	-8	3	-7	-3	-0.1	1	2	6	9	0.6	-3
21	COc1ccc(-c2nnc3sc(COc4ccccc4)nn23)cc1	-53	-1	-42	-6	-0.3	6	-26	3	10	-1.2	-41
22	COc1ccc(OC)c(S(=O)(=O)NCCC(C)C)c1	-13	4	-32	11	-0.2	0	-26	6	-8	0.6	-9
23	COc1cc(CNCc2ccccc2)c(Br)cc1OC1CCCC1	3	2	-31	1	0.5	5	0	-10	48	1.8	11
24	Cc1cccc(NC(=O)C(CCC(N)=O)NC(=O)OCc2ccccc2)c1 (centres undefined)	15	2	-30	0	-0.1	3	3	9	-4	-0.5	16
25	CC(C)(C)NC(=O)C(c1ccncc1)N(C(=O)CNC(=O)c1ccco1)c1ccc(F)cc1 (centres undefined)	7	3	-4	-9	0.1	8	19	13	-10	1.3	6
26	CC(=O)C1C(=O)C=C(c2cccs2)CC1c1ccccc1 (centres undefined)	1	2	-3	-8	0.2	3	8	-2	6	1.1	26
27	C/C(=N/NS(=O)(=O)c1cccc([N+](=O)[O-])c1)c1ccc2c(c1)OCO2	18	·	-17	6	-0.2	9	15	-7	0	-0.3	7
28	CCOC(=O)CSC(=S)NC(=O)c1ccc(OC)cc1	10	-2	13	-5	0.0	-11	25	-1	9	-0.4	7
29	Cc1cc(NC(=O)COC(=O)C2CC(=O)N(c3ccccc3)C2)no1 (centres undefined)	10	5	10	-6	-0.2	-1	8	0	11	-0.5	-4
30	Cc1ccc(Cl)cc1NC(=O)COC(=O)CN1C(=O)C2CCCCC2C1=O (centres undefined)	-2	3	-19	0	0.9	8	9	-9	7	-0.5	11
31	Cc1ccc(CNC(=O)CN(CCc2ccccc2)S(C)(=O)=O)cc1	7	-1	2	-8	0.8	18	-4	8	-6	-0.4	7
32	CC(=O)Nc1ccc(N=c2cc([N+](=O)[O-])cc(Cl)n2O)cc1	-19	-1	-17	-3	1.6	-6	11	20	3	-0.3	-13
33	CCOC(=O)c1c(NC(=O)C(C)S(=O)(=O)c2cn(CC)c3ccccc23)sc2c1CCCC2 (centres undefined)	9	-1	-19	16	-0.3	0	38	·	36	3.7	15
34	NC(=O)C1CCN(c2ccc(C(F)(F)F)cc2[N+](=O)[O-])CC1	19	1	-5	-8	0.0	-11	-14	5	0	-3.1	14
35	C/C(=N/OCC(=O)Nc1ccc(C)cc1C)c1cccs1	-3	0	-21	5	0.5	-4	-11	-11	2	0.4	-11
36	Cc1cccc(NC(=O)c2cc[n+]([O-])cc2)c1C	10	0	-15	0	-0.1	4	-8	6	-12	-0.2	4
37	CC1CCC/C(=C\Nc2ccccc2C(=O)O)C1=O (centres undefined)	-17	3	2	6	1.2	2	1	10	-6	6.2	-3
38	CC(C)(C)NC(=O)C(c1ccc(OCC(N)=O)cc1)N(C(=O)c1cccnc1)C1CC1 (centres undefined)	-5	0	4	-1	0.6	5	-8	7	5	-0.4	10
39	COC(=O)Cc1ccc(N(Cc2ccccc2F)S(=O)(=O)c2ccc(C)cc2)cc1	8	-1	-13	-1	1.0	1	6	-1	17	0.3	17
40	Cn1c(N)c(C(=O)COC(=O)/C=C/c2ccccc2F)c(=O)n(C)c1=O	-12	·	-53	-4	0.5	10	-13	-17	-10	2.5	-12
41	COc1ccccc1OCc1ccc(C(=O)OCC2CCCO2)o1 (centres undefined)	-56	0	-16	-1	-0.1	4	-6	-10	-93	-3.0	-66
42	N#CC1=C(S)N(c2ccc(F)cc2)C(c2ccco2)NC1=O (centres undefined)	3	0	-4	2	-0.2	-2	-8	2	-11	0.5	20
43	O=C(NC1CC1)c1ccc(CSCc2ccc(Cl)cc2)o1	-36	·	-18	26	0.3	-14	-2	·	22	-2.3	-31
44	COCC(=O)N/N=C\c1ccccc1OC/C=C/c1ccccc1	-207	-2	-120	-12	-0.1	-11	-3	-33	-38	-0.2	-396
45	COc1ccccc1OCC(=O)N/N=C/c1cccc2cccnc12	9	-1	10	-14	0.2	11	2	12	3	-0.4	-7
46	CCOC(=O)C1CCCN(S(=O)(=O)c2c(C)noc2C)C1 (centres undefined)	13	0	-5	7	0.1	5	6	4	-3	0.4	10
47	CCOC(=O)c1cnc2c(cnn2C)c1Oc1ccc(OC)cc1	11	0	-6	2	0.0	-2	43	2	7	-0.5	13
48	COc1ccccc1NC(=S)NCc1ccc2c(c1)cc(C)n2C	-21	4	-30	-7	-0.6	-12	11	-7	16	-0.9	6
49	COCC1CCN(C(=O)C2CCC(=O)N(C3CCCCCC3)C2)CC1 (centres undefined)	-12	·	2	25	0.1	-9	-4	7	-11	-0.5	-9
50	CCOc1ccc(S(=O)(=O)N2CCC(C(=O)N3CCN(Cc4ccccc4)CC3)CC2)cc1	22	0	40	-4	0.3	22	2	14	1	-0.3	11
51	CN1C2=CC=CC=CC2=[N+](C)C12C=CC(=[N+]([O-])[O-])C=C2[N+](=O)[O-] (centres undefined)	-3	0	-39	-8	1.5	4	2	13	9	-0.1	13
52	COc1ccccc1OCCNC(=O)CNC(=O)c1ccc(C(C)(C)C)cc1	-13	3	12	-6	0.1	5	20	-5	-6	-0.5	-10
